Source: PubChem
TROY NFkB inh: inhibitors of TROY-driven NF-kB signaling, primary screen, Q293 LMP1-TROYcd cells, NF-kB luciferase, uHTS. AID 1347056, 2019. Q293 LMP1-TROYcd NF-kB luciferase reporter, 4 h. 360,000 tested, 0.98% active. inhibition, % at 10 µM;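 active = compounds whose plate-normalised and pattern-corrected inhibition of the luciferase reporter signal at the single screening dose is 50% or more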
TWEAK Fn14 block: inhibitors of TWEAK-Fn14 signaling, primary screen, luciferase reporter cells, uHTS; TWEAK-stimulated Fn14 reporter cells, luciferase luminescence, 8 h; inhibition, % at 10 µM; 360,000 tested, 2% active; in the data active = inhibition above about 50%
Shn3 inh set2: reduction of Shn3 3'UTR firefly luciferase signal, primary screen, Schnurri-3 inhibitor project, cell-based, Clone20 osteoblasts, set 2; inhibition, % at 12.5 µM; Clone20 osteoblast Shn3 3'UTR firefly luciferase, 24 h; 360,000 tested, 0.52% active; AID 588674, 2011;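 active = mean inhibition of at least 75% with every replicate also reaching 75%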;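 note: 0% = median of neutral control wells and 100% = pilot-screen positive control compound; some compounds past the cut are filed as inactive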
KKLEB cytotox: cytotoxicity in KKLEB CF airway cells, primary screen, cytotoxicity control for CF NF-kB inhibitor project, cell-based, uHTS, fluorescence assay plates. KKLEB CF airway cells viability, ATPlite luminescence, overnight; hits give low values; cells stimulated with P. aeruginosa culture filtrate. activity change (cytotoxicity), % at 5 µM. 360,000 tested, 0.36% active. AID 602141, 2011;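 active = corrected activity change at or below -50% at 5 µM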
NR2F2 inh: NR2F2 transcriptional activity inhibitors, primary screen, cell-based, luciferase reporter, HEK293T, luminescence; inhibition, % at 8.6 µM; COUP transcription factor 2 (Homo sapiens), P24468; AID 686940, 2013; HEK293T NGFI-A luciferase reporter; 370,000 tested, 0.7% active;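 active = inhibition above a per-plate cutoff, mean inhibition of test wells between control levels plus 3 SD, cut at about 38% in these data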;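 note: cells cotransfected with COUP-TFII expression vector driving the NGFI-A reporter; 0% = median of COUP-TF2 test wells and 100% = reporter-only cells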
Target sequence (P24468 whole entry, looked up): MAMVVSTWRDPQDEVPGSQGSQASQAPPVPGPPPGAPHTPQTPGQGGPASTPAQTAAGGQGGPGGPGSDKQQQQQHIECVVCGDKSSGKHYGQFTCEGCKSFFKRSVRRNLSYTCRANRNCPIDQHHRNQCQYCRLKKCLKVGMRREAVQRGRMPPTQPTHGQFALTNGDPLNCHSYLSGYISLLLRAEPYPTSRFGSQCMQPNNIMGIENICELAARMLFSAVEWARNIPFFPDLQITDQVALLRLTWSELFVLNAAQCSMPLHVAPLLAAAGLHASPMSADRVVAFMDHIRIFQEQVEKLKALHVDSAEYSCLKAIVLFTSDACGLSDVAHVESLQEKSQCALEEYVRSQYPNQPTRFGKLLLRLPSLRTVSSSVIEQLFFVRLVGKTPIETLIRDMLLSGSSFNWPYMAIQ
SRC1 inh: SRC1 coactivator transcriptional activity inhibitors, primary screen, cell-based, luminescence | Nuclear receptor coactivator 1 (Homo sapiens), Q15788 | HEK293 GAL4-SRC1 luciferase reporter | inhibition, % at 3.6 µM | 360,000 tested, 0.12% active | AID 588354, 2011;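 active = inhibition above the campaign mean plus 3 SD, with each screening campaign given its own cutoff, cut at about 60% in these data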;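 note: 0% = DMSO treated cells and 100% = gossypol at 36 µM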
LMP1 NFkB inh: EBV LMP1-driven NF-kappaB luciferase reporter inhibitors, primary screen, cell-based, luminescence, single point. 350,000 tested, 0.69% active. LMP1-induced NF-kappaB luciferase reporter cells. inhibition, % at 12.5 µM; in the data active = inhibition above about 41%;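 note: 0% = neutral control wells and 100% = reference inhibitor control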
TRAIL sens C8: viability loss with TRAIL in NB7+C8 cells, primary screen, TRAIL sensitizer project, cell-based, ATPlite luminescence. inhibition (viability loss, TRAIL sensitization), % at 10 µM. 360,000 tested, 1% active. AID 624354, 2012;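 active = compounds causing at least 50% loss of cell viability in the single-dose screen, relative to plate controls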
CF NFkB block: inhibitors of PAF-induced NF-kB signaling, primary screen, cell-based, GFP fluorescence, uHTS. KKLEB NF-kB-GFP reporter, GFP fluorescence overnight. 360,000 tested, 0.86% active. inhibition, % at 5 µM;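 active = at least 50% inhibition at 5 µM, scaled per plate between neutral and stimulator controls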;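 note: PAF is a Pseudomonas aeruginosa culture filtrate used as stimulus; plate controls were PAF-stimulated DMSO wells for no effect and unstimulated DMSO wells for full effect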
NR5A2 inv ag: LRH-1 (NR5A2) inverse agonists, primary screen, cell-based, luminescence, HEK293T, StAR-luciferase reporter. Nuclear receptor subfamily 5 group A member 2 (Homo sapiens), O00482. LRH-1 transfected, 24 h. AID 602396, 2012. 360,000 tested, 0.13% active. inhibition, % at 3.6 µM;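 active = inhibition above the mean inhibition of all tested compounds plus 3 SD, cut at about 73% in these data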;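 note: 0% = DMSO wells and 100% = reporter-only cells lacking LRH-1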
Target sequence (O00482 whole entry, looked up): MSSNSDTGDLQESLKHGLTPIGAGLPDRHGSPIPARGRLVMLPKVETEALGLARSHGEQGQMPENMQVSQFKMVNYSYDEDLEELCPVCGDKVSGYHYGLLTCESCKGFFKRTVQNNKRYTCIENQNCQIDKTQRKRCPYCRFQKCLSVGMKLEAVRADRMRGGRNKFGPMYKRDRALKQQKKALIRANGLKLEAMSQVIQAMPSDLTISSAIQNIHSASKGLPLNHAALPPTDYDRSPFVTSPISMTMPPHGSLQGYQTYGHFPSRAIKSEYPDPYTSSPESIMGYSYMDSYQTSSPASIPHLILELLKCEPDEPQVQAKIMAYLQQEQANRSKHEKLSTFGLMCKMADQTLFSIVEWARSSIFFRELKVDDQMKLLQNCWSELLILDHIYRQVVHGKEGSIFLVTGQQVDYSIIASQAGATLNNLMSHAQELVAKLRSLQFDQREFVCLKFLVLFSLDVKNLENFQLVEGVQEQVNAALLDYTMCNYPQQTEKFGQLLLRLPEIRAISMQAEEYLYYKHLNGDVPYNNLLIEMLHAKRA
SRC3 inh: SRC3 coactivator transcriptional activity inhibitors, primary screen, cell-based, luminescence; HEK293 GAL4-SRC3 luciferase reporter; inhibition, % at 3.6 µM; 360,000 tested, 0.17% active;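 active = inhibition above a per-campaign cutoff, the mean of all compounds plus 3 SD, cut at about 60% in these data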;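 note: 0% = DMSO-treated cells and 100% = gossypol-treated cells at 36 µM; higher means less SRC3-driven luciferase light from the GAL4 reporter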
* = called active by the depositor; . = not tested or not shown. The list is partial; count on the stated rates, not on these rows.

No.	SMILES	LMP1 NFkB inh	TWEAK Fn14 block	KKLEB cytotox	SRC1 inh	TRAIL sens C8	TROY NFkB inh
1	CCCCOc1ccc(NC(=O)Nc2nnc(C)s2)cc1	-5	-17	14	-16	-2	6
2	COc1cc(C(=O)OCC(=O)c2ccccc2)cc2c1OCCO2	6	-16	-1	-26	1	-55
3	CC(C)[C@@H](C(=O)NC1CCN(Cc2ccccc2)CC1)N1C(=O)N2CCc3c([nH]c4ccccc34)[C@@]2(C)C1=O	3	18	-2	-1	2	5
4	CCc1ccc(CN(C(=O)c2oc3ccccc3c2C)C2CCS(=O)(=O)C2)cc1 (stereo unspecified)	-6	11	-8	-31	10	2
5	COc1ccc(C(=O)/C=C/c2ccccc2C(F)(F)F)cc1	-3	-40	2	4	0	-82
6	CC(c1ccccc1)N1CC(C(=O)Nc2ccc(F)cc2)CC1=O (stereo unspecified)	-13	1	19	-2	-8	3
7	O=C(N/N=C/c1cccnc1)c1ccc(Cl)c(Cl)c1	4	-2	1	-17	1	-16
8	COc1ccc(OC)c(/C=C/C(=O)OCC(=O)NC2CCCCCCC2)c1	-2	-6	-7	-1	-10	1
9	O=S1(=O)CCC(NS(=O)(=O)c2ccc3ccccc3c2)C1 (stereo unspecified)	1	26	-2	9	12	-28
10	Cc1csc(SCC(=O)Nc2ccc(CC#N)cc2)n1	-2	-7	7	17	6	-6
11	Cc1occc1-c1nnc(SCC(=O)N2CCOCC2)o1	-6	-18	-2	2	-1	-10
12	Cc1ccc2oc(-c3ccccc3)nc2c1	-33	-21	5	-84	12	-75

No.	Shn3 inh set2	NR5A2 inv ag	SRC3 inh	CF NFkB block	NR2F2 inh
1	5	14	-30	-14	-2
2	0	-6	8	0	-5
3	2	-32	3	18	-2
4	4	31	10	-28	5
5	-26	-25	1	-12	-20
6	5	5	5	4	6
7	-95	-5	3	-4	8
8	-6	8	2	6	2
9	-2	-11	-2	-4	2
10	-18	6	0	-8	2
11	8	1	-6	-7	-9
12	-49	-75	-101	-10	-23

(continued)
No.	SMILES	LMP1 NFkB inh	TWEAK Fn14 block	KKLEB cytotox	SRC1 inh	TRAIL sens C8	TROY NFkB inh
13	O=C(NC(Cc1ccccc1)C(=O)N1CCN(c2ccc(F)cc2)CC1)c1ccccc1 (stereo unspecified)	-4	13	10	-4	1	-10
14	COC(=O)c1ccccc1-n1c(C)nc(=O)c(-c2ccccc2)c1C	-4	-10	8	-6	-11	-1
15	CC(C)NC(=O)c1cc(C2CCCCN2S(=O)(=O)c2ccc(C#N)cc2)on1 (stereo unspecified)	.	-11	-4	3	7	-15
16	O=C(Nc1ccccc1-c1ccccc1)c1cccs1	-5	-37	-4	-9	-5	-15
17	S=C(NCCc1ccccc1)NCc1cccs1	-3	-20	-4	-46	-15	-37
18	COc1cccc(NC(=O)N(C)C[C@H]2Oc3ncc(Br)cc3C(=O)N([C@H](C)CO)C[C@H]2C)c1	1	-6	-11	-7	-8	-3
19	O=C(O)CCn1c2c(c3ccccc31)CCCC2	-1	-6	12	5	-10	-2
20	Cc1ccc(S(=O)(=O)N2CCOCC2)cc1C(=O)N1CCN(c2ccc(C(F)(F)F)cn2)CC1	0	5	1	6	2	-3
21	O=C(c1nc2ccccn2c1CNCCn1ccc2ccccc21)N1CCOCC1	-6	16	13	-3	3	-13
22	CCOP(=O)(OCC)/C(=C/N1CCCCC1)NC(=O)c1ccccc1	-11	11	21	0	2	-35
23	CCCNC(=O)c1cc(Cl)c(NC(=O)C2=CSCCO2)cc1OC	-33	-30	-5	-75	-6	-30
24	C[C@H](CO)N1C[C@H](C)[C@@H](CN(C)S(=O)(=O)c2ccccc2)Oc2ccc(NC(=O)C3CCCCC3)cc2C1=O	-4	-5	-4	-8	-1	11

No.	Shn3 inh set2	NR5A2 inv ag	SRC3 inh	CF NFkB block	NR2F2 inh
13	17	5	-1	-5	7
14	2	-11	-11	-11	0
15	24	19	-13	0	5
16	13	-11	21	16	-9
17	-29	-31	-41	-6	0
18	-32	-1	1	-3	15
19	-28	-6	0	-16	4
20	22	13	16	-10	21
21	-7	-4	3	0	-11
22	65	-9	-7	13	9
23	-105	-34	-61	-9	-21
24	7	11	-3	-14	-3

(continued)
No.	SMILES	LMP1 NFkB inh	TWEAK Fn14 block	KKLEB cytotox	SRC1 inh	TRAIL sens C8	TROY NFkB inh
25	O=C(CCS(=O)(=O)c1cc2c(cc1Cl)NC(=O)CO2)NCc1ccccc1	6	-7	6	0	-29	-10
26	CC1=C(C(=O)Nc2ccccn2)C(c2ccc3c(c2)OCO3)C2=C(CC(C)(C)CC2=O)N1 (stereo unspecified)	-11	-2	-2	-8	0	-14
27	Cn1c2ccccc2c(=O)c2ccc(C#CC3(N)CCCCC3)cc21	1	34	-20	-59	30	62*
28	CCOC(=O)c1sc(C)c2c(=O)n(Cc3ccc(Cl)cc3)c(C)nc12	7	1	-3	-17	-22	19
29	Cc1ccc(C(=O)N(CCCN(C)C)c2nc3ccc(Cl)cc3s2)cc1C	7	-22	-21	9	23	-55
30	CC(C)(C)OC(=O)N1CCN(C(=O)Nc2ccc3c(c2)OCCO3)CC1	25	-8	-6	-17	2	-69
31	COc1ccc(S(N)(=O)=O)cc1C(=O)OCC(=O)N1CCCC(C)C1 (stereo unspecified)	3	2	8	-1	-1	-2
32	O=C(N=C1SC2CS(=O)(=O)CC2N1c1cc(Cl)ccc1Cl)C1CC1 (stereo unspecified)	-9	14	15	3	-1	-5
33	C/C(CC(=O)Nc1ccc(OCc2ccccc2)cc1)=N\NC(=O)C(=O)Nc1ccccc1C	-3	-5	8	-41	-24	-32
34	CCCc1nc2nc(C)c(NS(=O)(=O)c3ccc(Cl)cc3)c(=O)n2[nH]1	-3	18	14	-28	0	9
35	Cc1onc(-c2c(F)cccc2Cl)c1C(=O)Nc1sc2c(c1C#N)CCC(C(C)(C)C)C2 (stereo unspecified)	2	27	-3	-25	21	9
36	O=C(Nc1ccc2c(c1)CCC2)C1CCN(c2ncccn2)CC1	-5	-2	-2	-4	4	-41

No.	Shn3 inh set2	NR5A2 inv ag	SRC3 inh	CF NFkB block	NR2F2 inh
25	-4	0	-21	-2	2
26	-21	-5	-5	-22	-5
27	-60	-132	-59	-7	-64
28	16	-10	2	17	8
29	-1	-3	-7	31	-6
30	-19	-26	-28	4	-25
31	1	-2	-9	15	-24
32	5	5	-12	-5	8
33	0	-44	-28	1	-6
34	-12	13	5	15	16
35	16	19	-3	31	-6
36	5	-29	-5	10	-3

The final 5 records of the section before lead into the next.
No.	SMILES	LMP1 NFkB inh	TWEAK Fn14 block	KKLEB cytotox	SRC1 inh	TRAIL sens C8	TROY NFkB inh
32	O=C(N=C1SC2CS(=O)(=O)CC2N1c1cc(Cl)ccc1Cl)C1CC1 (stereo unspecified)	-9	14	15	3	-1	-5
33	C/C(CC(=O)Nc1ccc(OCc2ccccc2)cc1)=N\NC(=O)C(=O)Nc1ccccc1C	-3	-5	8	-41	-24	-32
34	CCCc1nc2nc(C)c(NS(=O)(=O)c3ccc(Cl)cc3)c(=O)n2[nH]1	-3	18	14	-28	0	9
35	Cc1onc(-c2c(F)cccc2Cl)c1C(=O)Nc1sc2c(c1C#N)CCC(C(C)(C)C)C2 (stereo unspecified)	2	27	-3	-25	21	9
36	O=C(Nc1ccc2c(c1)CCC2)C1CCN(c2ncccn2)CC1	-5	-2	-2	-4	4	-41
37	COc1ccc(C(=O)NCc2nnc(SCCOc3ccccc3)n2C)cc1	0	-4	-4	-7	-3	-27
38	COc1cc(NS(=O)(=O)c2ccc(C)cc2)c2c(c1N)C(=O)c1ccccc1C2=O	-8	-15	-29	-12	19	-32
39	O=C(O)c1ccccc1C(=O)Nn1cnnc1	1	-17	5	3	-3	9
40	Cc1ccc(Nc2nc(N)nc(CSc3nnc(C)s3)n2)cc1	-8	-11	-5	-41	5	-32
41	Cc1cccc(N2CCN(C(=O)Cn3sc4nc(C)cc(C)c4c3=O)CC2C)c1 (stereo unspecified)	-2	-2	1	-16	-4	-2
42	CCOC(=O)N/N=C/c1ccc(Oc2ccccc2)cc1	-27	-21	-4	-37	0	-54

No.	Shn3 inh set2	NR5A2 inv ag	SRC3 inh	CF NFkB block	NR2F2 inh
32	5	5	-12	-5	8
33	0	-44	-28	1	-6
34	-12	13	5	15	16
35	16	19	-3	31	-6
36	5	-29	-5	10	-3
37	-27	-3	12	9	-9
38	49	12	-8	33	-6
39	11	4	-22	3	-24
40	-54	-93	-44	4	-28
41	66	-7	10	0	.
42	-27	-63	-37	13	-26
